# mIAP activ: activators of mouse IAP, primary screen, biochemical, luminescence, uHTS; intestinal alkaline phosphatase [Mus musculus]; muIAP, CDP-Star luminescence, 30 min; active compounds read high; 1 = vehicle-only enzyme signal, 0 = enzyme-free wells; activation factor at 10 µM; 0.24% of 330,000 active; AID 2805, 2010;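 active = activation factor of at least 2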; also: the source names both 10 and 20 µM as test concentration; values of inactives mirror those of a sister screen read the other way
#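 System: mouse IAP enzyme. Reagent: CDP-Star chemiluminescent phosphatase substrate. Benchmarks: DMSO wells, no-enzyme wells. Times: 30 min enzyme-substrate-compound incubation at room temperature. Detection: luminescence from enzymatic CDP-Star hydrolysis. Doses: test compounds delivered from DMSO solution.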
# mIAP inh: inhibitors of mouse IAP, primary screen, biochemical, luminescence, uHTS | AID 2806, 2010 | inhibition, % at 10 µM | 0.2% of 330,000 active | purified mouse IAP, CDP-Star luminescence, 30 min | intestinal alkaline phosphatase [Mus musculus];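 active = inhibition of at least 40% at 10 µM in the primary screen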;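 also: plate controls were DMSO with enzyme for no effect and no enzyme wells for full effect; values of inactives mirror those of a sister screen read the other way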
# NR3A LBD binder: binders of NR3A ligand-binding domain, primary screen, biophysical, differential scanning fluorimetry, uHTS | 2.5% of 340,000 active | NR3A LBD differential scanning fluorimetry, Tm shift; 0% = protein alone, 100% = glycine-bound protein | Tm shift relative to glycine control, % at 25 µM;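 active = melting temperature shift of at least 10% of the positive control shift, at one fixed dose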
# APOBEC3A inh: APOBEC3A ssDNA deaminase inhibitors, primary screen, selectivity assay for APOBEC3G inhibitor project, biochemical, FAM/TAMRA oligo cleavage fluorescence; DNA dC->dU-editing enzyme APOBEC-3A (Homo sapiens), P31941; 0.41% of 330,000 active; recombinant A3A, FAM/TAMRA ssDNA deamination fluorescence; inhibition, % at 20 µM; AID 493011, 2011;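 active = at least 40% inhibition at 20 µM here, with at most 30% in a related deaminase screen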;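 also: plate controls were A3A with DMSO for no effect and wells lacking A3A enzyme for full effect; some results filed as inactive read as strong as hits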
# Target sequence (P31941 whole entry, looked up): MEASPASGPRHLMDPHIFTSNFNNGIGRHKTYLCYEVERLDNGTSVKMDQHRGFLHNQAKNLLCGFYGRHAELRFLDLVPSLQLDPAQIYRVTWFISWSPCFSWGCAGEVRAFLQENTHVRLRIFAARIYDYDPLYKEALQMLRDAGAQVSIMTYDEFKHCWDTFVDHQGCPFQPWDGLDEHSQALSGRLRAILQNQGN
# MPTP inh: mitochondrial permeability transition pore inhibitors, primary screen, biochemical, isolated mouse mitochondria, absorbance; Ca2+ swelling absorbance, 30 min; inhibition, % at 10 µM; 1.4% of 360,000 active;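 active = inhibition of 50% or more, scaled per plate between neutral and stimulator controls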;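 also: 0% = DMSO wells given calcium and 100% = 1 mM EGTA wells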
# MIN6 prolif: inducers of MIN6 beta-cell proliferation, primary screen, ATP luminescence, uHTS; MIN6 cells proliferation, ATPlite luminescence, 48 h; cells starved in 0.2% serum; 100% = growth in 10% serum; proliferation, % at 10 µM; 0.29% of 330,000 active; AID 2380, 2010;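 active = compounds whose signal lies at least 3.5 SD above the mean of all wells on their plate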;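 also: 0% = DMSO-treated cells in low-serum medium and 100% = 10% serum control; some compounds called inactive have numbers as strong as hits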
# hIAP act: human IAP activators, primary screen, biochemical, luminescence, uHTS; Intestinal-type alkaline phosphatase (Homo sapiens), P09923; purified human IAP, CDP-Star luminescence, 30 min; active compounds read high; 1 = vehicle-only enzyme, 0 = enzyme-free background; activation factor at 10 µM; 0.16% of 330,000 active;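 active = activation factor of the enzyme at least 2-fold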; also: the source names both 10 and 20 µM as test concentration; values of inactives mirror those of a sister screen read the other way
# Target sequence (P09923 whole entry, looked up): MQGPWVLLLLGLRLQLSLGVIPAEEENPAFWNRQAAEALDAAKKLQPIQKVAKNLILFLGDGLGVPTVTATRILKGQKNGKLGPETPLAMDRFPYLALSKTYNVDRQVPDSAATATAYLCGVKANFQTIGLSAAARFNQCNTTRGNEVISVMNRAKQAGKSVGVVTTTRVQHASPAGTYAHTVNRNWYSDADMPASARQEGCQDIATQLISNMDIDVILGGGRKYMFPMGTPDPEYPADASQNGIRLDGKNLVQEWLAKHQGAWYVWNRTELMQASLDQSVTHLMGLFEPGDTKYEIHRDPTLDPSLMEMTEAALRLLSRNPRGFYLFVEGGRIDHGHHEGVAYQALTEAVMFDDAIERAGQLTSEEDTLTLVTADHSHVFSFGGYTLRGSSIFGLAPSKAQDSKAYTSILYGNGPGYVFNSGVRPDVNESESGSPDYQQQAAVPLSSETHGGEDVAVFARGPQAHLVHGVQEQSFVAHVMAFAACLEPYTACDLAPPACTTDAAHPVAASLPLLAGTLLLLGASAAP
# hIAP inh: human IAP inhibitors, primary screen, biochemical, luminescence, uHTS. 0.12% of 330,000 active. inhibition, % at 10 µM. purified IAP, CDP-Star luminescence, 30 min;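 active = inhibition reaching a set limit with compound at 10 µM in the primary screen, cut at about 35% in these data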;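 also: plate controls were DMSO wells with enzyme for no effect and no-enzyme buffer wells for full effect; values of inactives mirror those of a sister screen read the other way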
# APOBEC3G inh: APOBEC3G DNA deaminase inhibitors, primary screen, biochemical, fluorescence, single-stranded DNA substrate, uHTS. 0.28% of 330,000 active. recombinant A3G, ssDNA deamination FAM/TAMRA fluorescence. inhibition, % at 20 µM;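 active = inhibition of at least 40% at 20 µM, with no more than 30% in the related APOBEC3A deaminase screen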;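 also: plate controls were DMSO wells with A3G for no effect and wells lacking A3G enzyme for full effect; some compounds called inactive have numbers as strong as hits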
# Target sequence (Q9HC16 whole entry, looked up): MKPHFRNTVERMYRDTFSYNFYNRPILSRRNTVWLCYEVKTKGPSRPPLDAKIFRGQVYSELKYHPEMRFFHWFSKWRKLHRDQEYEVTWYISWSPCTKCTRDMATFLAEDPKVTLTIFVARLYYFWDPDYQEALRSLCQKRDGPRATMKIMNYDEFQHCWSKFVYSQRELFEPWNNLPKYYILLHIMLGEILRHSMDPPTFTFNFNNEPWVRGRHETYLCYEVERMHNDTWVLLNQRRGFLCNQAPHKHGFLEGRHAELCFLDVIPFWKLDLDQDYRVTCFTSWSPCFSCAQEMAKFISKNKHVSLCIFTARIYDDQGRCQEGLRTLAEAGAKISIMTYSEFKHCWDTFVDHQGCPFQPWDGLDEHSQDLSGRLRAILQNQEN
# Starred values were filed as active, the others as inactive; nt = not tested or not shown.
# Each structure is followed by: mIAP activ	mIAP inh	NR3A LBD binder	APOBEC3A inh	MPTP inh	MIN6 prolif	hIAP act	hIAP inh	APOBEC3G inh
1: CCn1c(CNC(=O)c2ccc(OC)c(OC)c2)nnc1SCC(=O)Nc1ccc(OC)cc1
 : 1	-1	-10	-3	1.2	-1	1.1	-11	-1
2: C=CCN=C1CC(C)(C)C(C(=O)OC)C(O)=C1C(=O)CCC (centres undefined)
 : 0.99	1	0	-2	-0.4	3	1.1	-8	-11
3: CS/C(=C\[N+](=O)[O-])Nc1ccc(Cl)cc1
 : 0.8	20	-5	-4	-15	-4	0.9	10	-5
4: C/C(=C\C(=O)c1ccc(Br)cc1)NCc1ccc2c(c1)OCO2
 : 1	-2	-30	1	1.7	-1	0.8	20	1
5: CCCCSc1nc(C)nc2c1c(=O)n(C)c(=O)n2C
 : 0.95	5	-2	-3	-1.2	4	0.89	11	0
6: CCc1ccc(Nc2ccc3nonc3c2[N+](=O)[O-])cc1
 : 0.93	7	0	-5	4.0	-3	1.1	-6	16
7: CC(C)(C)c1cc(=O)n2[nH]c(N)nc2n1
 : 1	0	0	-1	-1.5	-1	1.3	-26	-5
8: CC1CN(S(=O)(=O)c2cc(C(=O)NCCC3=CCCCC3)ccc2Cl)CC(C)O1 (centres undefined)
 : 0.98	2	-3	1	0.5	-5	1	-5	-1
9: Cc1csc(NC(=O)c2ccc3ccccc3n2)n1
 : 0.88	12	-1	-2	0.9	-6	1.6	-59	-7
10: CN(CC(=O)NC1CC(C)(C)NC(C)(C)C1)S(=O)(=O)c1cc(Cl)ccc1Cl
 : 0.85	15	0	-2	1.2	-2	0.97	3	-6
11: O=C(Nc1ccccc1)c1ccc(Nc2c([N+](=O)[O-])cc([N+](=O)[O-])c3ccccc23)cc1
 : 0.91	9	11*	-2	42	-5	0.73	27	-3
12: Cc1cc(=O)[nH]c2nnnn12
 : 0.97	2	-1	-2	1.1	-2	0.96	4	-7
13: COc1ccc(N2CCN(C(=O)CSc3nnc(COc4cccc5cccnc45)o3)CC2)cc1
 : 1.1	-8	-10	-2	0.8	-1	1	-1	-8
14: CCOC(=O)CN(C)Cc1cn(C)nc1-c1ccc(Oc2ccccc2)cc1
 : 1.1	-7	-1	-7	0.2	0	1.1	-6	-3
15: CC1CCN(C(=O)Cn2cc(SCC(=O)NCC3CCCO3)c3ccccc32)CC1 (centres undefined)
 : 1.1	-5	1	0	0.9	4	1.1	-8	-9
16: O=c1[nH]c(-c2ccccc2)nc2sc(-c3ccccc3)cc12
 : 0.99	1	1	-1	7.8	1	1.1	-7	-4
17: CSc1ncccc1C(=O)NC1CCCCCC1
 : 1.1	-6	-2	0	0.5	3	0.88	12	-9
18: COc1ccc(-n2nnnc2SCC(=O)Nc2cccc(O)c2)cc1
 : 1	0	0	-2	0.1	-4	1.1	-8	-46
19: CN(Cc1ccccc1)c1nc(-c2cccc([N+](=O)[O-])c2)nc2ccccc12
 : 0.96	4	-5	0	67*	-1	0.9	10	-5
20: Cc1nc(N2CCN(c3ccccn3)CC2)c2c(C)c(C(=O)N3CCN(c4ccc(F)cc4)CC3)sc2n1
 : 0.94	6	1	4	0.5	-3	0.87	13	-4
21: CCc1ccc(-c2csc(NC(=O)COC(=O)CCc3nc4ccccc4s3)n2)cc1
 : 0.93	7	nt	3	nt	-1	1.2	-15	-1
22: CCc1ccc(C(C(=O)NCCOC)N(C(=O)Cn2nnc3ccccc32)c2cccnc2)cc1 (centres undefined)
 : 0.95	5	0	-5	3.0	1	0.85	15	-4
23: COc1ccc(C2=NOC(Cn3nc(C(=O)NCc4ccc(C)cc4)cc3-c3ccccc3)C2)cc1 (centres undefined)
 : 1	-4	-4	-1	-1.8	-7	0.93	7	-3
24: COc1cccc2c1OC[C@@H](CO)[C@H]2N(C)C(=O)Nc1ccccc1
 : 1	-1	2	6	-0.9	-1	1	-5	0
25: Cc1ccnc(NCc2ccccc2O)c1
 : 1.1	-9	-1	4	0.6	2	0.97	3	-3
26: Cc1ccccc1OCC(=O)O/N=C(\N)Cc1cccs1
 : 1.1	-13	1	-4	1.9	-2	1.1	-11	0
27: CC(C)(C)OC(=O)NC(CCCCNC=O)C(=O)O (centres undefined)
 : 0.93	7	-2	0	0.5	0	1	-2	1
28: O=C(CS(=O)(=O)c1ccccc1)N1CCCCCC1
 : 0.99	1	9	1	0.4	1	0.79	21	-4
29: CC1CC(C)CN(c2oc(-c3ccccc3Cl)nc2C#N)C1 (centres undefined)
 : 0.93	7	0	0	0.3	-2	1	-3	-4
30: CCOC(=O)c1c(C)c(C(=O)N2CCc3ccccc3C2)c(C)n1CC
 : 0.95	4	0	2	-1.0	3	0.77	23	-3
31: C[C@@H](C(=O)NCc1ccco1)N1C(=O)N2CCc3c([nH]c4ccccc34)[C@@]2(C)C1=O
 : 0.94	6	-1	-5	2.9	4	0.8	20	-9
32: N#CCCN1CCN(Cc2cc(-c3ccccc3)ccc2O)CC1
 : 0.96	4	-1	-6	0.0	0	0.91	9	-7
33: O=C(NCc1ccc(F)cc1)C(c1ccccc1)N(C(=O)c1csnn1)c1ccccc1 (centres undefined)
 : 1	-4	1	-1	-1.3	3	1	-2	-5
34: COc1ccc(CC(=O)Nc2ccc3c(c2)OCO3)cc1S(=O)(=O)N1CCOCC1
 : 1	-5	1	-1	-2.5	0	1	-4	-2
35: C/C(=N\Nc1ccc(F)cc1F)c1ccccc1O
 : 1	-2	-13	-8	1.9	-3	1	-3	-11
36: Cc1cc(NC(=O)CSc2nc(-c3cccs3)cc(C(F)(F)F)n2)no1
 : 1.1	-9	-1	-7	0.9	-4	1.7	-69	-5
37: O=C(N/N=C/c1cc(Br)c(Br)s1)c1ccncc1
 : 0.98	2	-3	0	-0.8	-5	0.94	6	-14
38: CCOC(=O)c1c(NC(=O)C2COc3ccccc3O2)sc(C)c1C (centres undefined)
 : 1	0	-1	-1	1.8	-3	1	-2	-5
39: CCOC(=O)C1C(=O)C=C(c2cccs2)CC1c1ccccc1C (centres undefined)
 : 0.97	3	0	5	-1.6	2	1.1	-14	-5
40: Cc1ccc(C(=O)Nc2ccccc2C(=O)NCC2CCCO2)cc1 (centres undefined)
 : 1	-4	-1	-5	-1.3	-2	1.4	-36	-1
41: CC(=O)NS(=O)(=O)c1ccc(NC(=O)c2cc(-c3ccc(C)c(C)c3)nc3ccccc23)cc1
 : 0.94	6	-3	-3	3.2	-1	0.71	29	-4
42: Cc1occc1-c1nnc(SCC(=O)NC2CCCCC2C)o1 (centres undefined)
 : 0.96	4	0	3	0.7	-1	1	-2	-2
43: CCCn1c(N)c(N(CCOC)C(=O)CSCC(=O)Nc2ccc(C)cc2)c(=O)[nH]c1=O
 : 0.91	9	0	-8	-1.5	5	0.99	1	-10
44: N#Cc1cc(C(=O)c2cc(Cl)ccc2O)cn(-c2ccccc2)c1=O
 : 0.9	10	-1	-1	-0.8	0	0.95	4	-4
45: COc1ccc(C(=O)Cn2nnc(-c3ccccc3NC(=O)c3ccco3)n2)cc1
 : 0.86	14	-1	-1	0.6	2	1	-2	-3
46: CC(=O)NCc1ccc(C(=O)CSc2nnc(-c3ccncc3)n2Cc2ccccc2)o1
 : 0.97	3	-2	10	-1.9	-1	0.99	1	5
47: O=[N+]([O-])c1ccccc1/C=N/N1CCN(c2ccncc2S(=O)(=O)N2CCCCC2)CC1
 : 0.94	6	0	-2	0.4	0	1.2	-19	1
48: CCc1ccc(C(=O)C(C)OC(=O)Cn2[nH]c(=O)c3ccccc3c2=O)cc1 (centres undefined)
 : 1.1	-6	-1	4	-0.1	-1	1	-4	2
49: CS(=O)(=O)c1ccc(Cl)c(NC(=O)CSc2n[nH]c(N)n2)c1
 : 0.95	5	0	1	-1.7	-2	1	-2	-4
50: O=C(NNC(=O)c1ccccc1O)c1ccc(NS(=O)(=O)c2ccc(F)c(F)c2)cc1
 : 0.78	22	-2	-4	-0.1	-3	1.6	-60	-3
51: CCCCn1c(N)c(N(CC)C(=O)c2cc(Br)ccc2Cl)c(=O)[nH]c1=O
 : 0.92	8	-1	1	-2.0	-3	0.97	3	-3
52: CCOC(=O)C1CCCN(c2c(NCCc3cccc(C)c3)c(=O)c2=O)C1 (centres undefined)
 : 1.1	-11	2	-1	0.8	-2	1.3	-27	-1
53: COC(=O)c1[nH]c2cc(OC)c(OC)cc2c1NC(=O)c1cccc(OC)c1
 : 1.1	-7	-6	2	0.9	-1	1.1	-11	-3
54: CCCCNC(=O)c1onc(CSc2cccc(OC)c2)c1C(=O)NCCCC
 : 0.93	7	-8	7	1.2	-8	1.2	-24	-8
55: NCCCCCc1nnc(SCc2ccc(Cl)cc2Cl)o1
 : 0.86	14	-2	0	-5.0	-2	1	0	-9
56: Cc1ccccc1-c1ccnc2[nH]n(-c3ccccc3)c(=O)c12
 : 0.96	4	-2	-6	-0.6	-3	1.1	-7	-14
57: O=C(COC(=O)/C=C/c1cccc(F)c1)NC(=O)NCc1ccccc1
 : 0.96	4	-2	-5	-0.9	0	0.98	2	-8
58: O=C(c1cccnc1)N1CCN(C/C=C/c2ccccc2)CC1
 : 1.1	-8	-2	0	0.8	0	0.86	14	-6
59: O=C(NCCS(=O)(=O)c1ccc(Br)cc1)c1ccc(F)cc1
 : 1.1	-7	-3	0	2.0	-2	1.2	-17	-9
60: COc1ccc(Cc2nn3c(-c4cc(OC)c(OC)c(OC)c4)nnc3s2)cc1
 : 0.93	7	-4	10	2.8	-2	0.76	24	-2

# The list continues.
# Each structure is followed by: mIAP activ	mIAP inh	NR3A LBD binder	APOBEC3A inh	MPTP inh	MIN6 prolif	hIAP act	hIAP inh	APOBEC3G inh
61: COc1ccc(C(=O)Nc2ccc(S(=O)(=O)N3CCCC3)cc2)cc1[N+](=O)[O-]
 : 0.87	13	41*	-2	0.1	4	0.87	13	-7
62: COC(=O)c1ccc2c(=O)n(CCN3CCOCC3)c(SCC(=O)Nc3ccccc3Cl)nc2c1
 : 0.89	11	-2	-1	-2.4	-3	0.89	11	-6
63: COc1ccc(-n2c(CN3CCC(C)CC3)nc3ccc([N+](=O)[O-])cc3c2=O)c(OC)c1
 : 0.86	14	-3	-1	0.5	1	0.87	13	-3
64: CCOC(=O)C(NCCCO)c1ccccc1 (centres undefined)
 : 1	0	0	-3	-1.3	-2	1.1	-9	-4
65: O=C(Nc1ccc(N2CCCCCC2)cc1)c1ccc[nH]1
 : 1	-5	4	-3	0.0	-7	0.99	1	-8
66: COc1cccc(CN(Cc2ccco2)C(c2ccc(F)cc2)c2nnnn2C(C)(C)C)c1 (centres undefined)
 : 1	-1	-1	5	1.1	-5	1	-2	5
67: O=c1c2ccccc2nc2n1C(CSCc1cccc(C(F)(F)F)c1)CS2 (centres undefined)
 : 1	-2	16*	-1	54*	-4	1.1	-11	15
68: Cc1ccc(S(=O)(=O)NCCC(=O)N2CCCCCCC2)cc1
 : 1	0	0	3	-0.1	-5	1.1	-6	0
69: COc1ccc(CO/N=C/c2c(C)[nH]c(=O)[nH]c2=O)cc1
 : 0.94	6	0	-2	8.7	-2	1.2	-22	-3

# Source: PubChem (Sanford-Burnham Center for Chemical Genomics)
